Screening data (PubChem BioAssay)
TTR transcr act = activators of transthyretin transcription. SH-SY5Y TTR promoter Gaussia luciferase, luminescence; 100% = recombinant luciferase protein wells. activation, % at 16.7 µM. hit rate 1.3% among 92,000;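 active = activation above the mean of all tested compounds plus 3 SD, cut at about 9.5% in these data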;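 also: cells exposed to compounds for one day before reading; 0% = median of all test compound wells on the plate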
Numbers without * were called inactive. Only part of the results is shown. The share of hits here may be higher or lower than overall.

TTR transcr act,compound
4.0,N#Cc1ccccc1NC(=O)Nc1ccccc1
-1.1,C[C@H]1[C@@H](OC(=O)NCc2ccc(Cl)c(Cl)c2)CC[C@@]23CCCN2C(=O)CCC[C@@H]13
0.5,CC(O)(c1ccccc1)C(c1ccccc1)C1CCCCN1 (stereo not drawn)
-3.0,CCC1Sc2ccccc2N(CC(=O)NCc2ccccc2OC)C1=O (stereo not drawn)
0.4,O=C(CN(Cc1ccccc1Cl)C(=O)c1csnn1)NC1CCCC1
0.9,CCOC(=O)c1coc(C(=O)OCC)c1C(=O)OCC
1.1,COC(=O)Cc1csc(NC(=O)CSc2nnc3ccccn23)n1
-0.6,O=C(CN(C(=O)CNS(=O)(=O)c1ccc(F)cc1)c1cccc(F)c1)NCC1CCCO1 (stereo not drawn)

TTR transcr act,compound
-1.9,CCCCn1nnnc1C(c1ccnc2ccccc12)N1CCN(C/C=C/c2ccccc2)CC1 (stereo not drawn)
20.3*,Cc1ccc(N2C(=O)C3CCCN3C2=S)cc1C (stereo not drawn)
2.0,COc1cc(CNCCN2CCOCC2)ccc1OCC(=O)NC(C)(C)C
-0.9,C=CC(C)(C)O[C@@H]1O[C@H](CO)[C@@H](O)[C@H](O)[C@H]1O
-1.4,CCOC(=O)C1=C(C)N(C[C@@H]2CC[C@@H](Cc3ccc(-c4ccccc4)cc3)O2)C(=O)NC1c1ccc([N+](=O)[O-])cc1 (stereo partly drawn)
-4.9,C=CC[C@@H](CC(=O)N[C@H](CO)Cc1ccccc1)C(=O)N[C@@H](C)COC(=O)[C@@H](CC=C)Cc1ccc(F)cc1
-1.1,O=C(NC1CCCCCC1)C1c2ccccc2C(=O)N1Cc1cccnc1 (stereo not drawn)
3.5,CCOC(=O)C(NC(=O)c1ccccc1Cl)(Nc1ccc(C(F)(F)F)cc1)C(F)(F)F (stereo not drawn)

TTR transcr act,compound
0.0,COc1cc(NC(=O)c2ccccn2)ccc1NC(=O)c1ccccc1Cl
-0.4,Cc1ccc(S(=O)(=O)Nc2ccccc2)cc1[N+](=O)[O-]
-1.2,C=C(C)C(=O)Nc1cccc(C2=NOC3(C2)C[C@H](C(N)=O)N(C(=O)c2ccccc2)C3)c1 (stereo partly drawn)
-2.1,Cc1onc(-c2c(F)cccc2Cl)c1C(=O)OCC(=O)NC(c1ccccc1)c1ccccc1
-0.4,COC(=O)c1ccc(SCC(=O)NC2CCCCC2)c([N+](=O)[O-])c1
-1.4,C#Cc1ccc([C@@H]2C=C(C(=O)N3CCN(Cc4ccc5c(c4)OCO5)CC3)O[C@H](OCC)[C@H]2CCCO)cc1
2.5,COC(=O)[C@H](Cc1ccccc1)NC(=O)NCCc1ccc(S(N)(=O)=O)cc1
1.3,COc1ccc(CC(=O)OCC(=O)Nc2cc(S(=O)(=O)N3CCOCC3)ccc2N2CCCC2)cc1

TTR transcr act,compound
1.4,CCOc1ccccc1NC(=O)NC(=O)N(C)S(=O)(=O)c1ccc(C)cc1
-2.8,COCC1CCCN(C(=O)c2cc(COc3ccc4ncccc4c3)on2)C1 (stereo not drawn)
5.6,Cc1ccc(NC(=O)Cn2cnc([N+](=O)[O-])c2)cc1C
-1.3,CC(Oc1ccccc1)c1ccnn1S(C)(=O)=O (stereo not drawn)
-1.1,CC(C(=O)NC(C)(C)C)N1C(=O)c2cccc3cccc(c23)C1=O (stereo not drawn)
2.7,C/C(CC(=O)c1ccccc1)=N\NC(=O)CC#N
-0.7,O=S(=O)(Nc1nccs1)c1ccc(Br)cc1
-1.6,COc1ccc2ccc3cccc[n+]3c2c1

TTR transcr act,compound
6.1,Cc1cc(C)c2c(=O)[nH]c(SCC(=O)N3CCOCC3)nc2n1
-0.8,CC(NC(=O)CSc1nnc(-c2cc3cc(Cl)ccc3o2)n1C)c1ccccc1 (stereo not drawn)
-1.3,CCn1c(SCC(=O)c2ccc3c(c2)OCCO3)nnc1-c1ccco1
-0.2,COc1ccc(C(C(=O)NCc2ccccc2)N(C(=O)c2snc(C(N)=O)c2N)C2CCCC2)cc1O (stereo not drawn)
-0.2,Cc1nn(-c2ccccc2)c(Cl)c1C(=O)OC(C)C(=O)NC(=O)NC1CCCCC1 (stereo not drawn)
-4.3,O=C(NCCc1ccccc1)c1ccc2nc(N3CCOCC3)sc2c1
0.4,COc1ccc(S(=O)(=O)N2CCCC(C(=O)NC3CCCCC3)C2)cc1 (stereo not drawn)
2.0,Cc1cc(C)c(S(=O)(=O)Nc2cccc(/C=C/C(=O)O)c2)c(C)c1

TTR transcr act,compound
-1.6,Oc1[nH]c(N=C2N=c3ccccc3=N2)c2ccccc12
-0.5,CCCn1nc(C(=O)OCC(=O)Nc2ccc(C(N)=O)cc2)c2ccccc2c1=O
-1.3,CC(C)N(Cc1ccccc1)C(=S)NCc1ccccc1
5.4,COc1ccc2c(c1)CCC1(C)CC(=O)C=C21 (stereo not drawn)
0.9,CN(C)c1cccc2c1c(NC(=O)Nc1ccc(Cl)cc1Cl)nn2C
1.5,Cc1cc(C(=O)N2CCCCCC2)cs1
-0.6,CCN1C(=O)C(=O)c2cc(C)ccc21
-0.4,Cc1ccc(C2=N/C(=C\N(C)C)C(=O)O2)cc1

TTR transcr act,compound
3.9,CC1CC(C)CN(C(=O)C(C)N(C)CC(=O)Nc2ccc(Cl)cc2)C1 (stereo not drawn)
1.5,Fc1ccccc1OCCSc1nnnn1-c1ccccc1
-2.8,Cn1c(=O)oc2cc(NC(=O)CCl)ccc21
1.9,C(=NN=C1c2ccccc2-c2ccccc21)c1c[nH]c2ccccc12
-0.1,Cc1cc(C)cc(-n2c(C)cc(C(=S)N3CCOCC3)c2C)c1
-0.6,CC(=O)NC12CC3CC(C1)CC(C(=O)NCc1ccc(C)cc1)(C3)C2
-1.9,CCN(Cc1ccccc1)c1c(C(=O)O)cnc2c1cnn2C
-1.4,O=C(NC(Cc1ccccc1)C(=O)O)/C(=C\c1ccc(F)cc1)NC(=O)c1ccco1 (stereo not drawn)

TTR transcr act,compound
-5.2,CC(=O)Nc1cccc(NC(=O)CSc2ncc(-c3ccc(Cl)cc3)n2Cc2ccco2)c1
-1.8,CCN(CC)C(=O)CSc1nc2ccccc2c(=O)n1CCC(=O)NCCc1ccc(OC)c(OC)c1
-1.3,O=C(Nc1ccccc1N1CCCCC1)c1ccc(-c2ccc(Cl)cc2)o1
1.8,Cc1cc(C)cc(OC(=O)C23CCC(C)(C(=O)O2)C3(C)C)c1 (stereo not drawn)
1.7,CC(=O)C1=C(O)C(=CC=Cc2ccccc2)OC1=O
1.3,Cc1cc(C(=O)Nc2ccccn2)cs1
2.1,O=C(O)c1cccc(CSc2ncn[nH]2)c1
1.6,CCC(CCC(=O)Nc1cccc([N+](=O)[O-])c1)C(=O)O (stereo not drawn)

TTR transcr act,compound
-1.5,Nn1cnnc1N/N=C\c1ccc(-c2ccccc2[N+](=O)[O-])o1
2.7,CSc1ccc(-c2c(C#N)c(N)nc3c2CCCC3)cc1
1.9,Cc1oc(C(C)(C)C)cc1C(=O)N1CCN(c2ccc(C(F)(F)F)cn2)CC1
-1.1,CCOC(=O)c1c(NC(=O)CSc2ncccn2)sc2c1CCN(Cc1ccccc1)C2
0.4,COc1cc(C=O)c(Cl)cc1OCC(N)=O
8.4,O=Cc1cccn1Cc1ccccc1[N+](=O)[O-]
-0.5,O=C1c2ccccc2C(=O)N1Cc1ccco1
1.7,CC(CNC1CCCCC1)OC(=O)c1ccc([N+](=O)[O-])cc1 (stereo not drawn)

TTR transcr act,compound
-0.3,O=C(Nc1ccccc1)Nc1ccccc1C(=O)NCCCN1CCOCC1
0.9,Cc1cc(C)n2nc(S(=O)(=O)Nc3c(Cl)cccc3Cl)nc2n1
0.9,COc1cc(C(O)c2nc(-c3cccc(C#N)c3)cs2)ccc1F (stereo not drawn)
-0.8,N#CCCN(Cc1ccccc1)C(c1ccnc2ccccc12)c1nnnn1-c1ccc2c(c1)OCCO2 (stereo not drawn)
1.1,Cc1ccc(C(=O)NCCOc2cccc3cccnc23)cc1Cl
-1.8,COc1ccc(Cl)cc1C(=O)OCC(=O)Nc1sccc1C(N)=O
-1.3,CC(=O)C(C)Sc1nnc(-c2ccccc2F)n1C1CC1 (stereo not drawn)
7.5,CCCC1CCC2(CCCN2CCOC(=S)Nc2ccccc2Cl)CC1 (stereo not drawn)

TTR transcr act,compound
-1.1,Cc1ccc(C(=O)Nc2ccc3c(c2)C(=O)NC3=O)cc1
-0.4,O=C(Nc1ccc2nc(-c3cccnc3)[nH]c2c1)c1ccco1
0.1,[O-]c1c[n+](-c2ccccc2)no1
-0.7,C#CC(CC)(CC)NC(=O)/C=C/C(=O)O
-2.5,Cc1ccc(CC(=O)Nc2ccc(OC(F)F)c(Cl)c2)cc1C
2.5,N#C/C(=C/c1ccco1)c1nc2ccccc2s1
-1.4,COc1ccc(NC(=O)CSc2nnc3ccc(-c4cccnc4)nn23)cc1OC
2.5,Cc1ccc(C2OCC3(CO2)COC(c2ccc(C)cc2)OC3)cc1 (stereo not drawn)

TTR transcr act,compound
-3.3,Cc1ccc2nc(Cl)c3cc(C(=O)N(CCN(C)C)Cc4ccco4)sc3c2c1
5.7,CCCCN1C(=O)C(CC(=O)NCCCCc2ccccc2)CC(C(=O)N(C)C)=C1C (stereo not drawn)
3.4,CCOc1cc(CNc2ccc(Br)cc2)cc(Br)c1OCC(=O)NC(C)(C)C
2.7,CC(=O)Nc1nnc(SCC(=O)N2CCN(Cc3ccccc3)CC2)s1
-0.4,CC1(C)N=C(N)N=C(N)N1c1cccc(C#N)c1
0.3,S=C(NCCc1ccccc1)N/N=C/c1cccc(Cl)c1Cl
0.7,CCn1c(N2CCN(C(=S)Nc3ccc(OC)cc3)CC2)nc2ccccc21
1.1,O=P(Cc1cccc2ccccc12)(c1ccccc1)c1ccccc1

TTR transcr act,compound
-0.6,c1ccc(N2CCN(c3ccccc3)C2c2ccncc2)cc1
-1.0,Nc1c(N(CCC2=CCCCC2)C(=O)c2ccccc2F)c(=O)[nH]c(=O)n1Cc1ccccc1
-1.5,C=CCn1c(N)cc(=O)nc1SCC(=O)N(c1ccccc1)c1ccccc1
1.6,COc1cccc(C(=O)NC2CCSC2=O)c1 (stereo not drawn)
-0.9,CSc1nc(C)cc(OCCO)n1
5.1,Cc1ccc(-n2ccnc(SCC(=O)NC3CCCC3)c2=O)cc1Cl
-0.7,COC(=O)c1ccc(SCC(=O)NCc2ccccc2)c([N+](=O)[O-])c1
0.9,Cc1ccc2nc(-c3ccc(NC(=O)C4CCCO4)cc3)[nH]c2c1 (stereo not drawn)

TTR transcr act,compound
-2.3,O=S(=O)(c1ccccc1)N1CCN=C1SCc1ccccc1
-1.8,CCCOc1ccc(C(C)=O)cc1Cc1c(O)nc(SC)[nH]c1=O
-0.8,CCCCn1c(-c2ccc([N+](=O)[O-])cc2)n[nH]c1=S
1.6,O=C(O)c1cccc(NS(=O)(=O)c2ccc(Oc3ccc(S(=O)(=O)Nc4cccc(C(=O)O)c4)cc3)cc2)c1
-0.6,Cc1cccc(-n2c(O)c(C=NC3CCS(=O)(=O)C3)c3ccccc3c2=O)c1 (stereo not drawn)
-0.2,CCn1ncc(C2=NOC(C(=O)Nc3ccc(C)cc3)C2)c1C (stereo not drawn)
-1.0,O=[N+]([O-])c1ccc(Nc2ccccc2O)c2nonc12
2.6,O=C(CSc1ncnc2ccccc12)c1cccs1

TTR transcr act,compound
-0.6,CCCCn1cc2c(c1-c1cccc(C)c1)c(=O)n(C)c(=O)n2C
-3.1,O=c1[nH]nc(-c2ccc(F)cc2)cc1-c1ccccc1
0.2,O=C(NN1C(=O)C2C3C=CC(C4CC34)C2C1=O)c1cccc(Br)c1 (stereo not drawn)
2.0,CC1Cc2ccccc2N1S(=O)(=O)c1cccc(C(=O)OCC(=O)N2CCOCC2)c1 (stereo not drawn)
0.6,CC(Oc1ccc(Cl)cc1)C(=O)Nc1nccs1 (stereo not drawn)
-3.2,CC(C)C1C(=O)N(Cc2cn(CCC3OCCO3)nn2)CCS(=O)(=O)N1Cc1ccc(-c2cccc(N(C)C)c2)cc1 (stereo not drawn)
0.0,COc1ccc(CNCc2ccc(C)cc2)c(OC)c1
-1.1,COc1ccc(OC)c(/C=C/C(=O)c2ccc(Cl)cc2)c1

TTR transcr act,compound
0.2,CCc1nccn1CCC(=O)N1CCCC(Nc2ccc(C(C)C)cc2)C1 (stereo not drawn)
-4.6,COc1ccc(Br)cc1CNC(=O)CN1C(=O)C(c2ccccc2)Oc2cccnc21 (stereo not drawn)
1.7,CCOC(=O)c1c(-c2cccs2)csc1NC(=O)c1ccncc1
-2.3,COc1cc(CNc2nc(C)c([N+](=O)[O-])c(C)c2C#N)cc(OC)c1OC
-2.4,COc1ccccc1NC(=O)N(C)C[C@H]1OCc2cn(nn2)CCCC(=O)N([C@@H](C)CO)C[C@@H]1C
0.0,COc1cc(C=O)ccc1OC(=O)c1ccc(C(C)C)cc1
-0.9,CN(C(=O)c1ccco1)c1nc(-c2ccccc2)cs1
1.8,COc1ccc(-n2ccnc2)cc1

Structures from the list above with a furan ring, fused or not, in the order listed:
TTR transcr act,compound
0.9,CCOC(=O)c1coc(C(=O)OCC)c1C(=O)OCC
-0.8,CC(NC(=O)CSc1nnc(-c2cc3cc(Cl)ccc3o2)n1C)c1ccccc1 (stereo not drawn)
-1.3,CCn1c(SCC(=O)c2ccc3c(c2)OCCO3)nnc1-c1ccco1
-1.4,O=C(NC(Cc1ccccc1)C(=O)O)/C(=C\c1ccc(F)cc1)NC(=O)c1ccco1 (stereo not drawn)
-5.2,CC(=O)Nc1cccc(NC(=O)CSc2ncc(-c3ccc(Cl)cc3)n2Cc2ccco2)c1
-1.3,O=C(Nc1ccccc1N1CCCCC1)c1ccc(-c2ccc(Cl)cc2)o1
-1.5,Nn1cnnc1N/N=C\c1ccc(-c2ccccc2[N+](=O)[O-])o1
1.9,Cc1oc(C(C)(C)C)cc1C(=O)N1CCN(c2ccc(C(F)(F)F)cn2)CC1
-0.5,O=C1c2ccccc2C(=O)N1Cc1ccco1
-0.4,O=C(Nc1ccc2nc(-c3cccnc3)[nH]c2c1)c1ccco1
2.5,N#C/C(=C/c1ccco1)c1nc2ccccc2s1
-3.3,Cc1ccc2nc(Cl)c3cc(C(=O)N(CCN(C)C)Cc4ccco4)sc3c2c1
-0.9,CN(C(=O)c1ccco1)c1nc(-c2ccccc2)cs1
